FUS suppressor: FUS proteinopathy suppression in yeast; S. cerevisiae FUS-expressing, growth rescue, OD600, 24 h; Potency, µM (top dose mostly 76.6 µM), for the others: at the top dose growth rescue (activation), usual class: activators; actives 0.24% (n = 390,000);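 further: potency means the concentration at half of the fitted maximal effect; plate controls were DMSO vehicle for no effect and reference control for full effect; nearly all actives have a fitted effect of over 55% in size; some results filed as inactive show a strong effect at the top dose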
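Absorbance at 600 nm, taken 24hr after compound addition, measured rescue of FUS-yeast growth at 30C. Induction used 2% galactose with seeding at OD 0.005. Controls: CP55940 from 92uM final, DMSO only.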
Abeta rescue: compounds reversing amyloid beta toxicity in yeast. Potency, µM (titrated, usually from 46.1 µM), inactives show top-dose growth rescue, most hits filed as activators. actives 0.063% (n = 410,000). yeast expressing A-beta42, growth rescue, OD600, 48 h; response scale: 0% DMSO, 100% iron-clioquinol control; further: potency means the concentration at half of the fitted maximal effect; nearly all actives have a fitted effect of over 55% in size
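Yeast growth medium received pinned compounds, then yeast cells expressing toxic A-beta were added; plates incubated at 30 C for 48 hr. Growth read as absorbance at 600 nm, normalized to DMSO and equimolar FeCl3 plus clioquinol controls.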
DRD3 agonist: agonists of human D3 dopamine receptor; D3R DiscoveRx beta-arrestin cells, luminescence, 90 min; max activation, %; actives 0.58% (n = 410,000); AID 652048; in the data active means max activation above about 30%; further: 0% is about no effect; mostly tested at two doses, the higher about 12 µM
Target sequence (P35462 whole entry, looked up): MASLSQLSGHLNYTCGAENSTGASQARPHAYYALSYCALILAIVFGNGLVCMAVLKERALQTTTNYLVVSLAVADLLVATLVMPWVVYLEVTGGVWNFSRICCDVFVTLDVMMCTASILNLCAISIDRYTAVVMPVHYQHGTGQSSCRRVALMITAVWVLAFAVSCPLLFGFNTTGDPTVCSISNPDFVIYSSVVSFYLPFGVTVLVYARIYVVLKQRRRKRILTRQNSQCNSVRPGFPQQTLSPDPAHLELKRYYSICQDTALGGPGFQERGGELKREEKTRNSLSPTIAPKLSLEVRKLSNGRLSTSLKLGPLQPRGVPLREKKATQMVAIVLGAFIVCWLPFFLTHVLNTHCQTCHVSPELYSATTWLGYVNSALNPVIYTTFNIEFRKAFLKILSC
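Cells at 1500/well, incubated overnight, then treated with pinned compounds (dopamine as control) for 90 min at 37 degrees C. DiscoveRx reagent added for 30 - 60 minutes at room temperature; luminescence read.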
TDP43 rescue: inhibitors of TDP-43 toxicity in yeast | Potency, µM (top dose mostly 46.1 µM), without a hit: at the top dose growth rescue (activation), most hits filed as activators | actives 1.8% (n = 410,000) | TDP-43 expressing yeast growth rescue, BacTiter-Glo, 24 h; further: potency means the concentration at half of the fitted maximal effect; % of control where 0% means no effect; nearly all actives have a fitted effect of over 50% in size
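Cell-based yeast growth screen: TDP-43 expression induced in galactose, inoculum OD600=0.02 after raffinose pregrowth to mid-log. Read-out BacTiter-Glo luminescence at 24 hr, 30 deg C; inhibition of toxicity seen as signal increase.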
EPAC2 agonist: agonists of human EPAC2 (RAPGEF4) | Q8WZA2 | EPAC2 activation, biochemical qHTS; response scale: 100% = 6.5 mM cAMP response | actives 0.079% (n = 360,000) | Potency, µM (titrated, usually from 154 µM), inactives show top-dose activation, hits mostly activators; further: potency means the concentration at half of the fitted maximal effect; nearly all actives have a fitted effect of over 50% in size
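In this primary screen, activation is scored as increased exchange of BODIPY-GDP from Rap1B by 100 nM EPAC2, with 50 uM GDP as competitor. Signal is normalized to the 6.5 mM cAMP agonist control.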
aSyn yeast inh: rescues yeast growth from alpha-synuclein toxicity. Yeast expressing alpha-synuclein, growth rescue, BacTiter-Glo, 24 h. actives 0.14% (n = 370,000). Potency, µM (top dose mostly 46.1 µM), inactives show at the highest dose growth rescue (activation), most hits filed as activators; further: potency means the concentration at half of the fitted maximal effect; % of control where 0% means no effect; nearly all actives have a fitted effect of over 65% in size
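Galactose-induced alpha-syn yeast (OD600=0.02, raffinose-pregrown) + pinned cpd, 24 hr, 30 deg C; growth by BacTiter-Glo luminescence. Growth restoration scores as activation.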
EPAC2 antag: antagonists of human EPAC2 | actives 0.18% (n = 360,000) | EPAC2 GEF exchange of Rap1B-BODIPY-GDP, fluorescence | Potency, µM (highest dose often 114 µM), inactives show at the top dose activity, negative = inhibition, most hits filed as inhibitors | AID 720708 | Q8WZA2; further: potency means the concentration at half of the fitted maximal effect; on the % scale 0 is the no-effect control and ±100 the full control effect; nearly all actives have a fitted effect of over 45% in size; many of its hits are not listed in these tables
DRD3 antagonist: antagonists of human D3 dopamine receptor; D3R cells, DiscoveRx beta-arrestin luminescence, antagonist mode; stronger effect = lower value; AID 652054; max response, negative = inhibition, %; P35462; actives 2.5% (n = 360,000); in the data active means max response below about -50%; inconclusive means no clear call, values can overlap the other calls; further: on the % scale 0 is the no-effect control and ±100 the full control effect; mostly tested at two doses, the higher about 12 µM
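Cells plated overnight at 1500 cells/well, then exposed to library compounds with dopamine controls for 90 minutes at 37 degrees C. DiscoveRx reagent added for 30–60 minutes at room temperature; luminescence read, quantitative HTS format.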
* marks the source's active call; other numbers are inactive results; ? = inconclusive; . = no result given; [ ] = dose if it differs, or a comment. Unless noted, the call rests on the fitted dose curve; in most records, active means well fitted curve in the direction sought with a large enough effect; inconclusive means small, poorly fitted or top-dose-only effect, or another doubt; inactive means no such curve, though single readings can be large; an effect the other way counts as inactive or inconclusive.

Values run as follows: FUS suppressor | Abeta rescue | DRD3 agonist | TDP43 rescue | EPAC2 agonist | aSyn yeast inh | EPAC2 antag | DRD3 antagonist
CC(=O)NC(CC(=O)Nc1nc(-c2ccc(N(C)S(C)(=O)=O)cc2)cs1)c1ccccc1 (stereo not given)
 : ? | 15% | -13 | 3% | -1% | 2% | 4% | 0
CC(CN(C)Cc1ccccc1)OC(=O)c1ccc(F)cc1 (stereo not given)
 : . | 9% | -13 | -4% | 6% | 4% | -11% | -69*
O=C1c2ccncc2C(=O)N1c1cccc(Cl)c1
 : 8% | 6% | 1 | -11% | -11% | -2% | ? | -12
Cc1c(C)c2cc(Cl)c(O)c(CN3CCN(C)CC3)c2oc1=O
 : 19% | 10% | -1 | -4% | 1% | 6% | 8% | -12
CCC(=O)N1c2ccc(S(=O)(=O)CCC(=O)N3CCN(c4ccc(F)cc4)CC3)cc2CC1C (stereo not given)
 : 37% | -7% | 3 | 21% | . | . | . | .
Cc1cc(NS(=O)(=O)c2ccc(C(C)C)cc2)no1
 : 1% | ? | 1 | 14µM* | 1% | 8% | -15% | 1
CC(=O)c1ccc(N2CCN(C(=O)Cc3cccs3)CC2)cc1
 : 20% | -1% | 5 | . | 2% | 7% | 0% | 25
COc1cccc(C(=O)NNC(=O)/C=C/c2ccccc2)c1
 : -21% | -17% | 4 | -12% | 1% | 1% | 6% | 1
Cc1ccc(C(C)C)c(OCC(=O)NNC(=O)Nc2ccccc2)c1
 : 18% | -1% | 3 | -6% | 10% | 0% | -19% | 1
O=C(NC(=S)Nc1cccnc1)c1cccs1
 : 14% | 17% | -3 | ? | 11% | -5% | 0% | ?
Cc1oc(CC(C)C)c(CN)c1C(=O)O
 : 18% | 4% | 2 | -16% | 8% | 6% | -5% | 12
CCCCn1nc2cc(C(=O)NCc3ccc4c(c3)OCO4)ccc2c1OCC
 : -7% | -5% | -9 | 11% | 0% | 1% | 5% | -1
Cc1cc(C)n2nc(CC(=O)NC3CCCCCCC3)nc2n1
 : 16% | 7% | 5 | -13% | 2% | 5% | -5% | -15
CC(C)(C)c1ccc(OCC(=O)N/N=C/c2ccc(N3CCOCC3)cc2)cc1
 : . | -8% | 3 | 22% | -13% | -6% | 0% | -10
COc1ccc(/C=C/C(=O)NC(=S)Nc2cc([N+](=O)[O-])ccc2O)cc1OC
 : ? | -9% | -5 | 24% | 3% | 4% | -3% | -14
Cc1ccc(-c2csc3ncnc(-n4cnc5ccccc54)c23)cc1
 : -2% | -45%[inhibitor] | 1 | ? | 2% | 6% | -3% | -1
COc1cccc(NC(=O)CSc2nnnn2C2CCCC2)c1
 : -7% | 9% | -1 | 2% | 3% | 1% | 1% | 6
O=CN1CCN(CC(O)Cn2c3ccccc3c3ccccc32)CC1 (stereo not given)
 : -7% | 4% | -7 | 7% | -2% | -1% | 1% | -11
COc1ccc(-n2ncc(C(C)NS(=O)(=O)c3cc(F)ccc3C)c2C)cc1 (stereo not given)
 : . | -9% | -12 | 10% | -5% | -1% | -6% | -58*
O=C(O)c1cn(C2CCCCC2)c2ccccc2c1=O
 : 4% | 9% | -1 | -13% | 7% | 2% | -4% | 16
COC(=O)c1c(C(=O)OC)c2n(c1C)CCC2
 : 14% | -8% | 0 | 0% | -2% | -9% | 11% | 12
COC(=O)COC(=O)CC(CC(N)=O)c1ccccc1 (stereo not given)
 : -17% | -1% | 2 | 5% | 3% | . | -2% | 23
CCc1ccc(NC(=O)C2CCCN(S(C)(=O)=O)C2)cc1 (stereo not given)
 : -10% | -9% | -3 | 10% | 1% | -1% | -10% | -10
CCN(c1cccc(C)c1)c1ncnc2c1cnn2-c1cccc(Cl)c1
 : -14% | 3% | 9 | 0% | . | . | . | .
CCc1ccc(C(=O)CSc2ncn[nH]2)cc1
 : 27% | -12% | 0 | 0% | -5% | 15% | 0% | 13
CCc1nnc(NC(=O)c2ccc(S(=O)(=O)N(CCOC)CCOC)cc2)o1
 : 3% | 0% | -6 | -8% | -2% | -7% | 4% | ?
Oc1ccc(NCc2cccc(OCc3ccc(F)cc3)c2)cc1
 : 14% | 0% | -2 | ? | 18% | 1% | -29% | -14
Cc1nc2ccccc2nc1CSc1nncs1
 : 20% | -12% | 0 | 16% | -5% | -7% | 6% | 31
COc1cccc(-n2cc(C(=O)OCc3ccc(Cl)cc3)c3ccccc3c2=O)c1
 : 9% | 10% | 4 | 12% | . | . | . | .
COc1ccc(OCC(=O)Nc2nc3ccc(NC(C)=O)cc3s2)cc1
 : -4% | 25% | 5 | 15% | 6% | -5% | 1% | -7
Cc1ccc(S(=O)(=O)c2ccc(Cl)cc2)cc1S(=O)(=O)NC(C)C(=O)O (stereo not given)
 : -19% | 0% | 4 | 3% | 18% | 6% | -1% | 9
Cc1ccc(NC(=O)c2ccc3ccccc3n2)nc1
 : -10% | -29% | 7 | ? | -1% | ? | 0% | 33
C/C(CC(=O)c1ccccc1)=N\NC(=O)CC#N
 : -16% | 5% | 1 | -9% | 4% | -5% | -7% | -6
Cn1c2ccc(F)cc2c2nnc(SCC(=O)Nc3cccc(O)c3)nc21
 : 0% | 2% | 34* | 1% | 8% | 0% | -4% | 6
O=C(NCC1CC1)c1cccc2c1C(=O)c1ccc(N3CCCC3)cc1S2(=O)=O
 : -2% | 2% | 4 | 5% | ? | -2% | 3% | 0
CC(C)C[C@@H](CN(N=O)[C@@H](Cc1ccccc1)CN(C)N=O)N(CCc1ccccc1)N=O
 : 18% | 19% | 9 | 12% | 22% | 6% | 10% | 22
CCN(Cc1ccccc1)C(=O)CCCOc1ccccc1
 : 10% | 7% | -2 | 9% | 4% | 11% | 14% | 11
CC(=O)Nc1ccc(S(=O)(=O)NC(C)C(=O)OCCOc2ccc(F)cc2)cc1 (stereo not given)
 : -1% | -2% | 0 | 13% | 4% | -4% | -14% | 7
COc1ccccc1C(=O)NC(=S)N1CCc2ccccc21
 : 3% | 7% | -2 | 18% | 2% | -3% | -18% | -7
COc1ccc(NC(=O)COC(=O)CC2Sc3ccccc3NC2=O)cc1 (stereo not given)
 : 2% | 27% | 3 | 20% | 4% | 8% | -3% | 8
CCc1ccc(CNc2ccc3c(c2)ncn3CC)cc1
 : 15% | 4% | 7 | 21% | 3% | 2% | -12% | 13
CCOC(=O)c1ccc(OC)c(OC)c1Cl
 : -4% | -11% | 4 | 12% | 8% | 5% | -5% | 18
CCCC(=O)Nc1nc(-c2ccccc2)ns1
 : . | -8% | -5 | 16µM* | 2% | -24% | 10% | 17
CCN1CCN(c2ncnc3c2cnn3-c2ccc(C)cc2)CC1
 : -2% | -19% | -1 | 3% | . | . | . | .
COC(=O)c1ccc(/C=C2\N=C(SC)SC2=O)cc1
 : 9% | -3% | 1 | 4% | -8% | 8% | 5% | 5
CN(C)c1ccc(-c2nnn(CC(=O)Nc3ccc4c(c3)OCCO4)n2)cc1
 : 9% | 0% | 8 | -10%[0.397 µM] | 0% | 5% | 19% | 8
CC(=O)Nc1ccc(SCC(=O)NCC2(N3CCCCC3)CCCCC2)cc1
 : 25% | 0% | -5 | 5% | -9% | -9% | -4% | -23
O=C(NCCNc1ccc([N+](=O)[O-])cc1)c1ccccc1F
 : -3% | 9% | -4 | 23% | 2% | 2% | -16% | -6
CC(=O)Nc1cccc(C(=O)OCC(=O)NNC(=O)c2ccc([N+](=O)[O-])cc2)c1
 : 7% | 1% | -3 | 6% | 0% | 1% | -6% | -23
CCOc1ccc(NC(=O)CN(C)C(=O)c2ccc(C)o2)cc1OCC
 : 8% | -12% | 2 | 11% | 6% | 1% | 1% | -1
COC(=O)c1ccc(C)c(-n2c(C)cc(C=O)c2C)c1
 : 4% | 17% | -10 | 27% | -5% | 15% | -9% | 6
COc1cccc(NC(=O)CN2C(=O)COc3ccc(C)cc32)c1
 : -1% | 3% | -2 | -3% | -1% | 3% | 0% | -6
Cc1ccc2oc(=O)c3cc(C(=O)NCCCOC(C)C)sc3c2c1
 : -7% | -5% | 4 | 11% | . | . | . | .
S=C1N(c2ccccc2)C(c2ccc(Cl)cc2)N2CCCN12 (stereo not given)
 : 14% | 1% | -16 | ? | 7% | 3% | -8% | -24
COc1ccccc1N1CCN(c2cc(C)nc3nc(-c4ccc(C)cc4)nn23)CC1
 : 0% | -2% | 7 | 29% | . | . | . | .
Cc1cc(-c2nc(-c3ccc(C(C)(C)C)cc3)no2)no1
 : -5% | -1% | 6 | -4% | 7% | -10% | 0% | 5
CN(Cc1ccccc1)C(=O)c1ccc2nc([C@@H]3O[C@H](CO)[C@H](O)[C@H](O)[C@H]3O)[nH]c2c1
 : -18% | -11% | 1 | -5% | -2% | 0% | 3% | 17
O=[N+]([O-])c1cc(/C=N/OCc2c(Cl)cccc2Cl)ccc1N1CCOCC1
 : 21% | 10% | -26 | 18% | 3% | 5% | -2% | -16
Cc1cc(C)c(-c2nc3ccccc3s2)[nH]1
 : 23% | -8% | 4 | 11% | 10% | 5% | -10% | -5
CCCNC(=O)c1cc2c(c(-c3cccc(-c4ccc(F)cc4)c3)n1)[C@@H](CCO)N(S(=O)C(C)(C)C)C2 (stereo not given in full)
 : ? | -8% | 2 | 12% | 0% | 8% | 9% | 50
COc1ccccc1-n1c(SCC(=O)N2CCCCC2)nc(O)c(Cc2ccccc2)c1=O
 : 10% | . | 6 | 6% | 9% | 3% | -2% | 3
CNC(=O)COC(=O)c1cc(-c2ccc(OC)cc2)nc2ccccc12
 : 1% | -4% | 9 | 0% | -7% | 0% | 2% | 3

Complete entries, quoted from the list. Order of values: FUS suppressor	Abeta rescue	DRD3 agonist	TDP43 rescue	EPAC2 agonist	aSyn yeast inh	EPAC2 antag	DRD3 antagonist
Listed for COc1cccc(NC(=O)CN2C(=O)COc3ccc(C)cc32)c1 = -1%	3%	-2	-3%	-1%	3%	0%	-6
Listed for CC(=O)Nc1ccc(SCC(=O)NCC2(N3CCCCC3)CCCCC2)cc1 = 25%	0%	-5	5%	-9%	-9%	-4%	-23

Compound activity as filed in PubChem BioAssay.

The list is partial (hit frequency here may not be typical).
